# PAX8 inh HTS = inhibitors of PAX8 transcriptional activity in RMG-I cells | RMG-I TPO-luciferase reporter, SteadyGlo, 24 h | inhibition, % at 12.6 µM | hit rate 1.2% among 360,000;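 active = mean replicate inhibition at least 60% with every replicate also reaching 60%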;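 note: luciferase light reporting Pax8 driven TPO promoter activity; plate controls were median of neutral control wells for no effect and mitoxantrone controls for full effect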
# miR122 inh = inhibitors of miR-122 in Huh7 cells. Huh7 miR-122 Renilla luciferase sensor, 48 h; neutral wells = 0, positive control = 100. activation (reporter increase), % at 12.5 µM. hit rate 0.3% among 340,000;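 active = mean replicate activation score at least 90 and every replicate individually at or above 90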;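 note: higher luciferase means less miR-122 activity so hits act as miR-122 inhibitors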
# FN deposit inh = fibronectin deposition inhibition; hit rate 0.086% among 350,000; AID 743247; AH1F fibroblasts, Alexa488-fibronectin deposition fluorescence, overnight; inhibition, % at 12.6 µM;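 active = mean inhibition across replicates of 30% or more, regardless of how many single replicates reach that level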;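 note: positive control wells lacked labelled fibronectin entirely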
#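 Assay system: AH1F fibroblasts / Quantity: 10000 cells per well / Medium: DMEM plus 2% serum, read in PBS / Reagent: labelled fibronectin 24 nM / Dosing: single dose, pinned / Times: 1 h cell attachment, overnight exposure to compound and label / Signal: fluorescence, ex 485 nm, em 525 nm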
# PGC1a acetyl inh = modulators of PGC1a acetylation. inhibition, % at 15.6 µM. AID 651687. U2OS PGC1a acetylation, AlphaScreen anti-acetyl-lysine; with virally co-expressed GCN5 acetyltransferase. hit rate 0.17% among 350,000;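 active = every replicate shows inhibition of at least 40%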;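 note: 0% = neutral control wells and 100% = positive control wells; some results beyond the cut were filed as inactive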
# LGR2 antag = blocks bursicon-induced cAMP signaling via Drosophila LGR2 | HEK293 LGR2, CRE-luciferase, bursicon-stimulated, 4 h | inhibition, % at 9.99 µM | hit rate 0.35% among 380,000;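 active = drop in luminescence signal, shown as inhibition above about 50% in the replicate tests, limit read from the data, passing the limit was not always enough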;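 note: agonist challenge used bursicon conditioned medium at about half maximal strength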
# Cneo AK release = Cryptococcus neoformans lysis via adenylate kinase release; lysis activity, % at 15 µM; hit rate 0.2% among 360,000; C. neoformans lysis, adenylate kinase release luminescence, 4 h; normalised: neutral wells 0, clomiphene wells 100;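 active = mean lysis activity across replicates of at least 80%, whatever share of replicates individually reach that level; inactive = mean lysis activity below 80%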
#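 Test system: log-phase Cryptococcus neoformans yeast cells; Quantity: yeast cell density of 5 × 10^6 cells/mL; Buffer or medium: YPD; Doses: single compound concentration per well; Timing: 4 h at 37 °C static, read 1 h later; Measured by: AK luminescence; Read-out basis: lysis from increased AK signal; Control set: Clomiphene as positive control.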
# EWS-Fli inh = blocks EWS/Fli oncoprotein-driven transcription | hit rate 0.67% among 350,000 | A673 NR0B1-luciferase reporter, viability-normalised | AID 651661 | inhibition, % at 12.6 µM;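 active = mean inhibition of at least 50% after viability correction, with every replicate also passing that limit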;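 note: firefly luciferase signal divided by Alamar Blue viability fluorescence both relative to DMSO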
# CASP6 VEID inh = inhibitors of human caspase-6 | purified caspase-6, Z-VEID-R110 cleavage fluorescence | hit rate 0.53% among 350,000 | P55212 | inhibition, % at 12.5 µM;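 active = mean inhibition across replicates at least about 35%, with every replicate also reaching that limit, limit read from the data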;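 note: 0% = median of neutral control wells and 100% = no fluorescence left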
# Target sequence (P55212 24-179 limits assumed): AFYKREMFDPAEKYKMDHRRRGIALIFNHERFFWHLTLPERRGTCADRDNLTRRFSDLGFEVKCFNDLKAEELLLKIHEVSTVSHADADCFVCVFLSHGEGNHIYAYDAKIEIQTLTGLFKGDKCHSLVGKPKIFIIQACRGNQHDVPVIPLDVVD
# Target sequence (P55212 194-293 limits assumed): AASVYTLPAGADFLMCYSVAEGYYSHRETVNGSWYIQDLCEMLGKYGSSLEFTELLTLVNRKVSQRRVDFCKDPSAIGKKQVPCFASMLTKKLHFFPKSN
# The depositor's hits bear a star; / = not tested or not shown; [ ] = another dose, or the depositor's remark.
compound	PAX8 inh HTS	miR122 inh	FN deposit inh	PGC1a acetyl inh	LGR2 antag	Cneo AK release	EWS-Fli inh	CASP6 VEID inh
COc1ccc(O)c(CN2CCC(n3nccc3NC(=O)C3CCCC3)CC2)c1	4	-3	/	/	-12	2	13	-2
O/N=C1\CC/C(=N\O)c2nn(-c3ccccc3Cl)nc21	/	-7	/	12	13	3	/	0
CCCC#Cc1ccc([C@H]2[C@H]3CN(C(=O)Nc4ccccc4F)CC(=O)N3[C@H]2CO)cc1	/	/	/	12	10	/	-1	-2
O=C(Cc1ccccc1)Nc1ccc(NC(=O)c2cccs2)c(Cl)c1	-7	-10	-11	3	/	-3	6	0
C[C@H](CO)N1C[C@H](C)[C@@H](CN(C)Cc2ccccc2)Oc2cc(C#C[C@@H](C)O)ccc2S1(=O)=O	/	47[16.7 µM]	-8	-5	-4	1	-2	2
CCCCCCC(=O)Oc1cccc(N2C(=O)C3CCCCC3C2=O)c1 (stereo unspecified)	-3	/	-1	/	26	/	-3	-3
OC(CSc1ccncc1)CC(O)c1ccccc1 (stereo unspecified)	5	/	/	/	/	5	-7	-1
Cc1c(NC(=O)CSc2nncc3ccccc23)c(=O)n(-c2ccccc2)n1C	24	-20	5	/	/	6	/	/
C#CCOCCOCCOCCNc1nc(N2CCN(C(=O)[C@H](CCC(=O)O)n3cc(CN)nn3)CC2)nc(N2CCN(C(=O)[C@H](CCC(=O)O)n3cc(CN)nn3)CC2)n1	24	-7	11	2	5	0	2	0
CCOc1cc(NC(=O)C2CC2)c(OCC)cc1NC(=O)c1cc(OC)c(OC)c(OC)c1	-10	4	1	0	-3	0	9	-2
O=C(c1ccc(C(F)(F)F)cc1)C1CCCN(Cc2cccn2-c2ncccn2)C1 (stereo unspecified)	9	11	7	/	-5	5	16	2
CO[C@H]1CN(C)C(=O)c2cc(NS(=O)(=O)c3ccccc3)ccc2OC[C@@H](C)N(C)C[C@@H]1C	-10	1[16.7 µM]	2	/	0	/	-3	/
COc1ccc([N+](=O)[O-])cc1C1NN=C(c2ccccc2O)S1 (stereo unspecified)	-6	3	-2	-4	/	1	/	/
Cc1ccc(S(=O)(=O)NCC(=O)N(CC2CCCO2)C(C(=O)NC2CCCC2)C(C)C)cc1 (stereo unspecified)	12	2	12	/	4	-1	4	0
COc1ccc(NC(=O)CCC(=O)OCc2ccc(Br)cc2)cc1	-14	2	3	12	11	1	/	/
C[C@@H]1CCCCO[C@@H](CN(C)Cc2ccc(Cl)c(Cl)c2)[C@H](C)CN([C@H](C)CO)C(=O)c2cc(NS(=O)(=O)c3cn(C)cn3)ccc2O1	20	-9[16.7 µM]	/	-9	-3	5	-2	0
CCc1ccc(CN2C(=O)CCC2(C)C(=O)NC2CCCC2)cc1 (stereo unspecified)	14	1	-3	2	/	-1	/	/
O=C(NNc1nc2ccccc2s1)Nc1ccc(Cl)c(Cl)c1	64*	/	-19	/	18	/	3	-2
O=C(NC(=S)Nc1ccc2nc[nH]c2c1)c1ccccc1	-134	-5	1	3	-47	-2	-53	5
C[C@@H]1CN([C@@H](C)CO)C(=O)c2cc(NC(=O)CCC(F)(F)F)ccc2O[C@@H](C)CCCCO[C@@H]1CN(C)C(=O)CCCN(C)C	-21	4[16.7 µM]	/	20	2	52	-6	-10
O=C1CC(c2ccccc2)CC(=O)C1=CN1CCCC1 (stereo unspecified)	-11	-4	-12	-17	-3	1	9	-6
C[C@H](CO)N1C[C@H](C)[C@H](CN(C)S(=O)(=O)c2ccc(C#N)cc2)Oc2ncc(-c3cccc(F)c3)cc2C1=O	18	0[16.7 µM]	12	10	-28	-1	1	-2
O=C(NC1CCCC1)N1CCCCN2[C@H](C1)[C@H](c1ccc(-c3cncnc3)cc1)[C@@H]2CO	-31	5[16.7 µM]	/	4	9	-3	-12	1
C[C@@H]1CN([C@@H](C)CO)C(=O)c2cc(NS(=O)(=O)c3ccc(Cl)cc3)ccc2O[C@@H](C)CCCCO[C@@H]1CN(C)C(=O)CCCN(C)C	-2	6[16.7 µM]	-5	-3	-11	2	-11	0
O=C(C[C@@H]1CC[C@H]2[C@@H](COC[C@@H](O)CN2Cc2nccs2)O1)NCc1ccc(Cl)cc1	-5	-3[16.7 µM]	-12	-9	15	-4	-132	-6
Cc1noc(C)c1S(=O)(=O)Nc1ccc2c(c1)C(=O)N([C@@H](C)CO)C[C@@H](C)[C@@H](CN(C)C(=O)Nc1ccc(F)cc1)OCCCC[C@@H](C)O2	-11	-8[16.7 µM]	2	1	1	-1	0	1
O=C(NCCOc1ccccc1)C1CCC(=O)N(CCN2CCOCC2)C1 (stereo unspecified)	-4	2	4	-6	-1	8	-5	-3
COc1cc(CN2CC(=O)N(c3ccccc3Cl)C2=S)cc(OC)c1OC	13	/	8	-3	2	0	-5	0
N#C/C(=C/c1ccc(C(=O)O)cc1)C(=O)Nc1ccccc1	5	/	11	5	5	/	-7	-2
CN(C)C(=O)C1CC(=O)OC12CCCCC2 (stereo unspecified)	11	/	4	/	-2	/	-4	-3

# Some of the entries above in another layout:
# Each structure is followed by: PAX8 inh HTS, miR122 inh, FN deposit inh, PGC1a acetyl inh, LGR2 antag, Cneo AK release, EWS-Fli inh, CASP6 VEID inh
- O=C(NC1CCCC1)N1CCCCN2[C@H](C1)[C@H](c1ccc(-c3cncnc3)cc1)[C@@H]2CO
    -31, 5[16.7 µM], /, 4, 9, -3, -12, 1
- CCCC#Cc1ccc([C@H]2[C@H]3CN(C(=O)Nc4ccccc4F)CC(=O)N3[C@H]2CO)cc1
    /, /, /, 12, 10, /, -1, -2

# Later entries.
compound	PAX8 inh HTS	miR122 inh	FN deposit inh	PGC1a acetyl inh	LGR2 antag	Cneo AK release	EWS-Fli inh	CASP6 VEID inh
COc1ccccc1C(=O)N1CCN(C(=O)Cc2ccccc2)CC1	6	/	-1	/	18	-3	2	-2
CCC(=O)N1C[C@H](C)[C@@H](OC)CN(C)C(=O)c2cc(NC(=O)Nc3ccccc3)ccc2OC[C@@H]1C	-1	-1[16.7 µM]	6	8	-13	-3	3	-5
CCCCn1c(=O)[nH]c(=O)c2c(C(=O)OCC)cc(-c3cccs3)nc21	4	/	17	/	18	/	7	1
Cc1ccc(C(=O)C[n+]2ccccc2C)cc1[N+](=O)[O-]	-3	-8	0	6	0	0	-3	-15
CCOc1cccc(-c2nnc(SCC(=O)Nc3cc(OC)cc(OC)c3)n2N)c1	8	-6	-7	7	/	2	/	/
O=C(NCC[C@@H]1CC[C@@H](NC(=O)c2cnccn2)[C@H](CO)O1)Nc1ccc(F)cc1	-20	/	-7	0	3	-2	-2	-1
OCCOCCn1c(C(CO)Nc2nc(-c3ccc(F)cc3)cs2)nc2ccccc21 (stereo unspecified)	-16	0	-4	3	-24	0	-12	2
CN(C)c1ccc(-c2nn3c(C4CCCCC4)nnc3s2)cc1	/	0	-10	-14	/	1	/	/
Cc1ccc(NC(=O)C2CCCN2S(=O)(=O)c2ccc3c(c2)n(C)c(=O)c(=O)n3C)cc1 (stereo unspecified)	-10	/	-1	-2	4	/	-4	-1
N#Cc1c(C(F)(F)F)cc(C2CC2)[nH]c1=O	-11	9	-8	-10	-3	1	-2	-1

# Laid out differently: 2 of the compounds above.
# Every second line gives: PAX8 inh HTS	miR122 inh	FN deposit inh	PGC1a acetyl inh	LGR2 antag	Cneo AK release	EWS-Fli inh	CASP6 VEID inh
> CCOc1cccc(-c2nnc(SCC(=O)Nc3cc(OC)cc(OC)c3)n2N)c1
  8	-6	-7	7	/	2	/	/
> O=C(NCC[C@@H]1CC[C@@H](NC(=O)c2cnccn2)[C@H](CO)O1)Nc1ccc(F)cc1
  -20	/	-7	0	3	-2	-2	-1

# Further results:
compound	PAX8 inh HTS	miR122 inh	FN deposit inh	PGC1a acetyl inh	LGR2 antag	Cneo AK release	EWS-Fli inh	CASP6 VEID inh
COC(=O)C1=C(C)NC(=O)NC1c1ccco1 (stereo unspecified)	20	-4	-1	4	5	/	4	0
O=C(CCN1CCCCO1)N1CCCC(Nc2ccc(F)c(F)c2)C1 (stereo unspecified)	15	4	0	-1	-5	-2	6	-3
COc1cc(CC(=O)Nc2ccc3c(c2)CCC3)cc(OC)c1OC	10	-7	0	8	7	/	/	/
CC(=O)NC(c1ccccc1)c1nc(-c2cccc(CO)c2)cs1 (stereo unspecified)	6	-8	0	-3	-39	-6	-73	2
Cc1ccc(C(=O)Nc2cccc(C(=O)N3CCOCC3)c2)cc1Cl	-36	-11	-3	-8	-8	-3	-26	-4
S=C1NC[C@H](CC2CCCCC2)N1CC1CCCCC1	15	/	-12	/	16	70	21	/
COc1ccc(CN2C(=NC(=O)C3CCCCC3)SC3CS(=O)(=O)CC32)cc1 (stereo unspecified)	-11	/	6	7	8	-19	/	-1
Cc1noc(C)c1NC(=O)N(C)C[C@@H]1Oc2ccc(NC(=O)NC3CCCCC3)cc2C(=O)N([C@@H](C)CO)C[C@@H]1C	/	-1[16.7 µM]	-1	6	15	1	3	0
CO[C@H](CN(C)C(=O)c1ccc2c(c1)OCO2)[C@H](C)CN([C@@H](C)CO)S(=O)(=O)c1ccc(F)cc1	/	/	-4	3	-14	13	1	0
O=C(COc1ccc(-c2ccccc2)cc1)N/N=C/c1cccnc1	-7	-2	-4	-14	-14	-13	0	-3
Cc1c(-c2ccc(OCCN3CCOCC3)cc2)c(=O)oc2ccc3ccccc3c12	-11	2	-2	/	18	0	-2	-3
O=C(c1cccc(F)c1)N1CC(=O)N2[C@H](CO)[C@H](c3ccc(C4=CCCC4)cc3)[C@@H]2C1	16	/	4	0	7	/	16	0
CCOC(=O)C1(Cc2cccc(F)c2)CCN(C2CCOCC2)CC1	6	2	/	2	7	0	7	2
Cc1ccc(S(=O)(=O)N(C)c2ccc(OC(C)C(=O)N3CCCC3)cc2)cc1C (stereo unspecified)	-15	/	2	-61	15	1	-4	-3
COCCNC(=O)C1CCCN(Cc2ccc(C)cc2)CC1 (stereo unspecified)	15	2	3	3	/	-1	2	-7
C[C@@H]1CN([C@H](C)CO)C(=O)c2cc(C#Cc3ccncc3)cnc2O[C@H]1CN(C)C(=O)CN(C)C	/	-10[16.7 µM]	-17	-2	1	-4	-27	1
Cc1cccc(C(=O)N[C@H](C(=O)NCCc2ccc(S(N)(=O)=O)cc2)C(C)C)c1	11	-2	-9	-5	-6	-1	0	0
O=C(O)c1n[nH]c2c1CCCCC2	-10	-2	/	5	/	0	/	/
CCOC(=O)C1(C)CCCN1C(=O)c1ccc(F)c(Cl)c1 (stereo unspecified)	6	-1	/	-6	-7	-2	1	2
O=C(c1cccc(S(=O)(=O)Nc2ccc(Br)cc2)c1)N1CCCC1	-13	/	-2	/	2	/	-6	3
Cc1ccccc1Sc1ncnc2onc(C)c12	/	-3	/	-2	10	-6	/	/
C[C@H](CO)N1C[C@H](C)[C@H](CN(C)C(=O)c2ccccc2)OCCCC[C@H](C)Oc2ccc(NC(=O)Nc3cccc4ccccc34)cc2C1=O	/	4[16.7 µM]	/	7	4	3	5	0
Cc1ccc(S(=O)(=O)N2CCN(C(=O)CC(C)n3cncn3)CC2)cc1C (stereo unspecified)	-4	-3	0	/	7	2	4	0
COc1ccc2nc(NCCNC(=S)NCCCN3CCOCC3)c(C#N)cc2c1	-4	/	/	3	5	/	-2	-12
O=C(Nc1cccn(Cc2ccc(F)cc2)c1=O)NC1CCCCC1	-6	-4	6	-1	/	-6	/	/
Cc1ccc(/C=N/NC(=O)CSc2nc3ccccc3n2C)s1	/	15	-4	-8	/	1	/	/
CNC[C@@H]1Oc2c(NC(=O)c3ccncc3)cccc2C(=O)N([C@@H](C)CO)C[C@@H]1C	-21	1[16.7 µM]	-1	-1	23	-9	3	-2
C[C@H](CO)N1C[C@H](C)[C@H](CN(C)C)Oc2ccc(NS(=O)(=O)c3cn(C)cn3)cc2CC1=O	6	4[16.7 µM]	/	-1	-5	1	6	0
